Screening data from PubChem.
PI4K2A inh: qHTS for small molecular inhibitors of PI4K2A. Phosphatidylinositol 4-kinase type 2-alpha (Homo sapiens), Q9BTU6. purified PI4K2A, ADP-Glo luminescence, 1 h; hits give low values. activity change, negative = inhibition, % at 76.9 µM. hit rate 0.13% among 420,000; in the data active means activity change below about -50%; inconclusive means mostly about -30% to -49%;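 further: -100% = wells without enzyme as full effect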
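Compounds are screened against recombinant PI4K2A using PI as substrate and ATP, the latter dispensed at 300 microM. Reactions run one hour at ambient temperature before ADP-Glo detection; full inhibition defined by wells lacking enzyme.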
G9a inh: qHTS Assay for Inhibitors of Histone Lysine Methyltransferase G9a; Potency, µM (series often up to 102 µM), inactives show at the highest dose activity, negative = inhibition, usual class: inhibitors; hit rate 8.8% among 350,000; G9a H3K9 monomethylation, AlphaScreen, 2 h; further: potency means the concentration at half of the fitted maximal effect; on the % scale 0 is the no-effect control and ±100 the full control effect; nearly all actives have a fitted effect of over 75% in size
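G9a (20 nM) was preincubated 15 min with compound, then reacted 2 h at room temperature with 500 nM biotin-H3K9 peptide and 20 µM SAM. Monomethyl-H3K9 detected by AlphaScreen using anti-H3K9me1 antibody.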
BAZ2B inh: qHTS Assay for Inhibitors of BAZ2B; Potency, µM (series often up to 114 µM), for inactives: at the highest dose activity change, negative = inhibition, usual class: inhibitors; hit rate 4.4% among 360,000; Bromodomain adjacent to zinc finger domain protein 2B (Homo sapiens), Q9UIF8; AlphaScreen BAZ2B-H3K14Ac peptide displacement; further: potency means the concentration at half of the fitted maximal effect; on the % scale 0 is the no-effect control and ±100 the full control effect; nearly all actives have a fitted effect of over 60% in size
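Multi-concentration screen (max 110 uM) measuring displacement of acetylated histone H3 peptide from BAZ2B by AlphaScreen, using 50 nM protein, 50 nM peptide and 10 ug/mL streptavidin donor plus Ni-chelate acceptor beads.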
POLH inh: qHTS for Inhibitors of Polymerase Eta. DNA polymerase eta (Homo sapiens), Q9Y253. recombinant Pol eta, fluorescent DNA replication assay. Potency, µM (top dose mostly 114 µM), without a hit: top-dose activity change, negative = inhibition, actives largely listed as inhibitors. hit rate 1.2% among 390,000. AID 588591, 2011; further: potency means the concentration at half of the fitted maximal effect; on the % scale 0 is the no-effect control and ±100 the full control effect
Target sequence (Q9Y253 whole entry, looked up): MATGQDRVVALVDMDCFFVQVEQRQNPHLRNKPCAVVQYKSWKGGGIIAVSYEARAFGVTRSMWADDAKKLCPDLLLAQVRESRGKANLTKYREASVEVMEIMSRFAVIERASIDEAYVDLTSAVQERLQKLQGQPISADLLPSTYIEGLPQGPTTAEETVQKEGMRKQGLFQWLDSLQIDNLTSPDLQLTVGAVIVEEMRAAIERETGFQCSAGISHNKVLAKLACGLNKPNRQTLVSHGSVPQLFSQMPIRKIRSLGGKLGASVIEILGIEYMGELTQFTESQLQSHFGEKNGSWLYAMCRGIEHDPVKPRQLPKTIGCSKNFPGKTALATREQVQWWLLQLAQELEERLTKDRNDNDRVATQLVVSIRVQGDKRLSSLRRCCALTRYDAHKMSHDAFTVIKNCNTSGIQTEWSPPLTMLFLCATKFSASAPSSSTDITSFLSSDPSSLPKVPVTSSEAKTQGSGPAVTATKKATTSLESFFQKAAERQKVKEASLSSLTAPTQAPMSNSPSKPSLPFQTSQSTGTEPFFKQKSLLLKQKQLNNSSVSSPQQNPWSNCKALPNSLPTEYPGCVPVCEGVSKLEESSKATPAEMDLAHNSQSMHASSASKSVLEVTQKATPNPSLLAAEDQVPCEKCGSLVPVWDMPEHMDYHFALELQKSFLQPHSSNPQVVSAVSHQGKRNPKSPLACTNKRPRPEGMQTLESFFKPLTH
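Fluorescent replication assay: 50 nM final substrate added after a 15 min room-temperature compound preincubation with 10 nM enzyme. Signal taken at 0 min and again at 10 min.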
JMJD2A Tudor: qHTS Assay for Inhibitors of JMJD2A-Tudor Domain; AlphaScreen JMJD2A-Tudor / H3K4me3 peptide binding; Potency, µM (highest dose often 114 µM), without a hit: at the highest dose activity change, negative = inhibition, actives largely listed as inhibitors; hit rate 4.4% among 390,000; further: potency means the concentration at half of the fitted maximal effect; on the % scale 0 is the no-effect control and ±100 the full control effect; nearly all actives have a fitted effect of over 50% in size
GLS inhibitor: qHTS for Inhibitors of Glutaminase (GLS). hit rate 0.21% among 410,000. GLS enzymatic activity, qHTS titration. Potency, µM (titrated, usually from 45.5 µM), without a hit: at the highest dose activity change, negative = inhibition, hits mostly inhibitors. AID 624170, 2012; further: potency means the concentration at half of the fitted maximal effect; on the % scale 0 is the no-effect control and ±100 the full control effect
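Two-point fluorescence kinetic (t0, 30 min RT) for hKGA; glutamate detected via glutamate oxidase–HRP–Amplex Red. Substrate: 1 mM L-glutamine solution; buffer 45 mM KH2PO4, pH 8.2.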
HP1b binding inh: HTS for Inhibitors of HP1-beta Chromodomain Interactions with Methylated Histone Tails. AlphaScreen HP1-beta / biotin-H3K9me3 peptide binding. hit rate 0.56% among 390,000. Chromobox protein homolog 1 (Homo sapiens), P83916. Potency, µM (highest dose often 114 µM), for inactives: at the top dose activity change, negative = inhibition, actives largely listed as inhibitors. AID 540317, 2011; further: potency means the concentration at half of the fitted maximal effect; nearly all actives have a fitted effect of over 70% in size; inactives centre near 23
Target sequence (P83916 whole entry, looked up): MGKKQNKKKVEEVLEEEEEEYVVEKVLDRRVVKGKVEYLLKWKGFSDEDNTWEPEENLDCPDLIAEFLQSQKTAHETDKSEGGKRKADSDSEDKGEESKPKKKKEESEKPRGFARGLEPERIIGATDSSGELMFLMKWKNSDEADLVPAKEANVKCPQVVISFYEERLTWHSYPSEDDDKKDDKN
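HP1-beta protein (50 nM final) preincubated 30 min at room temperature with biotinylated H3(1-18)K9me3 peptide (50 nM) in PBS pH 7.4, 0.01% Tween-20, then compound added for 30 min. AlphaScreen streptavidin donor/nickel chelate acceptor beads (10 ug/mL final), 30 min dark, luminescence read.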
Pin1 inh: qHTS Assay to Find Inhibitors of Pin1. Peptidyl-prolyl cis-trans isomerase NIMA-interacting 1 (Homo sapiens), Q13526. hit rate 0.009% among 390,000. Potency, µM (highest dose often 115 µM), inactives show at the highest dose activity, negative = inhibition, hits mostly inhibitors. Pin1 FP peptide displacement, HiFluor488, 10 min; active means well fitted inhibition curve with a large enough effect in the polarisation, with a control signal flat, not every such curve was filed as active; inconclusive means small, poorly fitted or top-dose-only effect, or effect the other way, or a change in a side signal; inactive means no such curve, though single readings can be large or run the other way; the % refers to the polarisation; further: potency means the concentration at half of the fitted maximal effect; on the % scale 0 is the no-effect control and ±100 the full control effect
Tb PGK inh: qHTS Assay to Find Inhibitors of Phosphoglycerate Kinase | Phosphoglycerate kinase, glycosomal (Trypanosoma brucei brucei), P07378 | PGK/GAPDH coupled, Kinase-Glo luminescence, 60 min | Potency, µM (highest dose often 57.5 µM), for inactives: top-dose activity change, negative = inhibition, most hits filed as inhibitors | hit rate 0.043% among 380,000 | AID 602233, 2012; further: potency means the concentration at half of the fitted maximal effect; on the % scale 0 is the no-effect control and ±100 the full control effect; nearly all actives have a fitted effect of over 60% in size
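Luminescent ATP detection (Kinase-Glo Plus) follows a 60-minute room-temperature incubation, with wells lacking PGK as controls. Buffer: 100 mM TEA (pH 7.6), 5 mM MgCl2, 0.01% Tween-20. Coupling enzyme GAPDH (100 nM final) supplies unstable 1,3-BPG in-well.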
An asterisk follows results filed as active; i = inactive; ? = inconclusive; . = no result given; [ ] = remark or other dose. Unless noted, the call rests on the fitted dose curve; in most records, active means well fitted curve in the direction sought with a large enough effect; inconclusive means small, poorly fitted or top-dose-only effect, or another doubt; inactive means no such curve, though single readings can be large; an effect the other way counts as inactive or inconclusive.

compound,PI4K2A inh,G9a inh,BAZ2B inh,POLH inh,JMJD2A Tudor,GLS inhibitor,HP1b binding inh,Pin1 inh,Tb PGK inh
Cc1cc(-c2ccccc2)nc2oc(C(=O)NN)c(N)c12,-15,24%[59 µM],-20%,-10%,-21%,-8%,37%,-1%,-4%
O=C1NC(=O)/C(=C/C(=O)N2CCOCC2)S1,-2,.,-14%,-3%,-14%,2%,28%,-3%,.
CC1=C(C(=O)OCC(C)C)C(c2ccccc2Cl)NC(=O)N1C (centres undefined),-3,?,3%,-14%,-26%,2%,57%[activator],1%,-8%
CC1(C)CC(=O)C2=C(C1)OC(N)=C(C#N)C2c1cccs1 (centres undefined),1,4%,-1%,-10%,7%,1%,26%,-4%,-3%
O=C(c1c(F)cccc1Cl)N(Cc1ccco1)C1CCS(=O)(=O)C1 (centres undefined),2,.,.,-14%,.,2%,.,.,-7%
CC(=O)Nc1ccc(NC(=O)c2ncoc2-c2ccco2)cc1,-1,13%[59 µM],-23%,-9%,-13%,5%,16%,-1%,6%
CC(C)(C)c1nc(CN2CCOCC2)cc(CN2CCOCC2)c1O,-5,-8%[12.7 µM],-32%,-15%,32µM*,-2%,14%,-7%,-2%
Cc1ccc(NC(=O)c2ccc3[nH]c(C)cc(=O)c3c2)c(C)c1,0,?,1%,-3%,-16%,7%,6%,1%,i

The last 4 entries of the section before open the next one:
compound,PI4K2A inh,G9a inh,BAZ2B inh,POLH inh,JMJD2A Tudor,GLS inhibitor,HP1b binding inh,Pin1 inh,Tb PGK inh
O=C(c1c(F)cccc1Cl)N(Cc1ccco1)C1CCS(=O)(=O)C1 (centres undefined),2,.,.,-14%,.,2%,.,.,-7%
CC(=O)Nc1ccc(NC(=O)c2ncoc2-c2ccco2)cc1,-1,13%[59 µM],-23%,-9%,-13%,5%,16%,-1%,6%
CC(C)(C)c1nc(CN2CCOCC2)cc(CN2CCOCC2)c1O,-5,-8%[12.7 µM],-32%,-15%,32µM*,-2%,14%,-7%,-2%
Cc1ccc(NC(=O)c2ccc3[nH]c(C)cc(=O)c3c2)c(C)c1,0,?,1%,-3%,-16%,7%,6%,1%,i
CCOC(=O)c1nn(-c2sc(C(=O)OC)c(C)c2C(=O)OC)cc1O,-1,14%[12.7 µM],-31%,5%,-3%,-6%,13%,14%,1%
CCOc1ccc(NS(=O)(=O)c2ccc(NC(=O)C3CCCO3)cc2)cc1 (centres undefined),-7,30%[12.7 µM],-4%,-13%,-9%,19%,15%,2%,-7%
O=C(CCCCn1c(=O)c2ccccc2n(Cc2ccc(F)cc2)c1=O)NCc1ccco1,0,?,-4%,-9%,-27%,17%,6%,12%,0%
Cc1ccc(C)c(N2CC(C(=O)OCC(=O)Nc3cc(C)on3)CC2=O)c1 (centres undefined),-1,5%,-17%,-1%,-4%,-12%,39%[activator],-4%,-1%
O=C(CC1SC(=NCc2ccccc2)NC1=O)Nc1ccccc1 (centres undefined),-1,-6%,-1%,9%,-8%,-14%,11%,1%,-4%
CCC(C)C(NC(=O)c1ccc(Cl)cc1)C(=O)O (centres undefined),2,-26%[12.7 µM],?,1%,-8%,-1%,17%,-9%,-10%
CCOc1ccc2nc(Cl)c(C3CC(c4ccc(C)cc4)=NN3C(=O)CCCC(=O)O)cc2c1 (centres undefined),-8,-2%[59 µM],-2%,?,?,1%,-7%,27%,-1%
COC(=O)c1c(NS(=O)(=O)c2cccs2)sc2c1CCCC2,-2,?,-10%,-6%,-19%,13%,7%,-3%,-6%
COC1=C(OC)C(=O)C(Sc2ccc3ccccc3c2)=CC1=O,-9,.,.,-20%,3.5µM*,10µM*,4.5µM*,-8%,-9%
Cc1c(CC(=O)NCCCC(=O)O)c(=O)oc2c(C)c3oc4c(c3cc12)CCCC4,0,10%,-1%,-8%,-24%,-1%,16%,?,-10%
CCOC(=O)c1nc(C)sc1-c1ccnn1S(=O)(=O)c1cccc(Cl)c1,0,.,-2%,-16%,-11%,5%,7%,-2%,i
Cc1ccc(-c2nc(SC(C)C(=O)N3CCOCC3)n[nH]2)cc1 (centres undefined),-12,22%,-15%,-4%,0%,11%,23%,-3%,2%
CCCCN(C)C(=S)Nc1ccsc1C(=O)OC,1,27%,.,-12%,36%,12%,30%[57 µM],0%,-1%
CCOc1cccc(-c2nnc3sc(COc4ccc(OC)cc4)nn23)c1,5,2%[12.7 µM],-5%,?,-6%[11.4 µM],-4%,15%,9%,0%
COc1ccc(CCC(=O)Nc2cccc(S(=O)(=O)N3CCCCCC3)c2)cc1,-1,?,-10%,-12%,-28%,4%,-15%,-10%,13%
Cc1ccc(-n2c(-c3ccc(Br)cc3)n[nH]c2=S)c(C)c1,-3,.,.,-14%,.,?,.,.,-9%
Cc1cccc(N2CCN(C(=O)Cn3ncc4c5ccccc5n(C)c4c3=O)CC2)c1C,-4,-4%[59 µM],-3%,-11%,3%,-1%,42%,-4%,9%
O=C(CN1C(=O)COc2ccccc21)N(Cc1cccnc1)Cc1ccccc1F,2,-12%[59 µM],9%,6%,-18%,-5%,15%,-10%,i
N=C1S/C(=C\c2cn[nH]c2-c2ccc(F)cc2)C(=O)N1c1ccccc1F,1,-6%,-2%,-9%,89µM*,-18%,6%,2%,-6%
O=C(c1sccc1-n1cccc1)N1CCCC1,-2,?,-6%,-15%,-8%,-11%,35%,-2%,-8%
Cc1cc2[nH]c(=O)c(=O)[nH]c2cc1S(=O)(=O)NC1CCC(C)CC1 (centres undefined),-6,-13%,-17%,-1%,-17%,14%,28%,-12%,0%
Cn1cccc1Cc1nnc(SCC(=O)NC2CCCC2)n1-c1ccc(F)cc1,0,71µM*,-7%,?,-30%,-2%,37%,6%,9%
O=C(N/N=C/c1sc(=O)n(-c2ccccc2)c1Cl)c1ccncc1,-3,50µM*,0%,-12%,-15%,1%,14%,?,?
CC(=O)NS(=O)(=O)c1ccc(NC(=S)NC(=O)Cc2ccccc2)cc1,-3,?,2%,0%,-12%,3%,34%,1%,0%

Further results
Structure	PI4K2A inh	G9a inh	BAZ2B inh	POLH inh	JMJD2A Tudor	GLS inhibitor	HP1b binding inh	Pin1 inh	Tb PGK inh
COc1cccc(C(=O)NCCCNC(=O)c2ccco2)c1	-2	21%	7%	-8%	-4%	-6%	31%	-1%	-1%
O=C(Cc1ccc(F)cc1)N1CCN=C1SCc1ccc([N+](=O)[O-])cc1	-5	-12%	-34%	-21%	-3%	3%	5%	-1%	i
COc1ccc(-c2noc(-c3nnn(-c4ccc(C)cc4C)c3C)n2)cc1	-1	-2%[59 µM]	-1%	1%	-6%	-5%	52%[activator]	-7%	-1%
Cc1ccc2nc(-c3ccc4c(c3)NC(=O)CO4)cn2c1	4	.	4%	-20%	-9%	3%	30%	-1%	i
Cc1cccc(-c2nc(Nc3ccc(O)cc3)c3ccccc3n2)c1	0	9%[12.7 µM]	-36%	-14%	?	29%	?	5%	1%
CCc1ccc(CNC(=O)C2CCCN(S(=O)(=O)N3CC(C)CC(C)C3)C2)cc1 (centres undefined)	0	4%	-5%[57.1 µM]	-13%	-10%	-11%	43%[activator]	2%	i
Cc1ccc2c(c1)C(c1ccc(F)cc1)N(C(=O)c1cccc(C(F)(F)F)c1)CC(=O)N2 (centres undefined)	-1	-5%[59 µM]	-4%	-19%	-29%	-15%	38%	-1%	-3%
Cc1ccnc(NC(=O)Cn2cc([N+](=O)[O-])cn2)c1	6	-3%	-23%	-5%	7%	4%	19%	-13%	4%
Cc1[nH]c2ccccc2c1C(O)c1ccncc1 (centres undefined)	3	-41%	-5%	-14%	-10%	1%	54%[activator]	-6%	i
O=C(CN1CCCCC1)NCCNc1ccc(C(F)(F)F)cc1[N+](=O)[O-]	-1	?	-20%	-12%	-31%	-3%	9%	-5%	i
Cc1ccc(SCc2cn3c(C)csc3n2)cc1	-17	?	56µM*	-13%	-25%	4%	16%	-3%	.
CCCOP(=O)(c1ccc(N(C)C)cc1)C(O)c1ccncc1 (centres undefined)	2	-41%[12.7 µM]	-7%	-1%	2%	5%	37%[activator]	?	-8%
CCN1/C(=C/C(=O)c2ccco2)Sc2ccccc21	-2	?	?	?	-3%	-1%	69%[activator]	0%	-2%

An excerpt; count on the stated rates, not on these rows.
